# Assay outcomes as filed in PubChem BioAssay.
# S1P2 antag = human S1P2 receptor antagonists, primary screen, cell-based | inhibition, % at 5 µM | cell-based S1P2 antagonist assay, inhibition at 5 uM | Sphingosine 1-phosphate receptor 2 (Homo sapiens), O95136 | 97,000 compounds, 0.21% hits; in the data active means inhibition above about 45%;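 further: CRE beta-lactamase reporter cells expressing human S1P2 stimulated with S1P; 0% = agonist at EC80 alone and 100% = agonist plus reference antagonist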
# Target sequence (O95136 whole entry, looked up): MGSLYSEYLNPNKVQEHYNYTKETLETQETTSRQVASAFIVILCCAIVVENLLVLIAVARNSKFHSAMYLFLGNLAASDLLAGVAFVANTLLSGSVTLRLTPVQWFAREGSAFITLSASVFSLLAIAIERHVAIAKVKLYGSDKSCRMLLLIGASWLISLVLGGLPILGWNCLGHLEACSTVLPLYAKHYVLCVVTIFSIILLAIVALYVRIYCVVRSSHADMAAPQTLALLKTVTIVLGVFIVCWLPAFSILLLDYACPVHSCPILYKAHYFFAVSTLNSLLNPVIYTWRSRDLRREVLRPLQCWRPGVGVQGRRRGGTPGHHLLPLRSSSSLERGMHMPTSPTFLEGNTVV
# sEH inhibitor = soluble epoxide hydrolase inhibitors, primary screen, biochemical, human sEH; Bifunctional epoxide hydrolase 2 (Homo sapiens), P34913; inhibition, % at 2 µM; 91,000 compounds, 0.34% hits; AID 707, 2007; recombinant human sEH enzymatic activity assay; in the data active means inhibition above about 80%; further: values of inactives mirror those of a sister screen read the other way; many of its hits are not listed in these tables
# Target sequence (P34913 whole entry, looked up): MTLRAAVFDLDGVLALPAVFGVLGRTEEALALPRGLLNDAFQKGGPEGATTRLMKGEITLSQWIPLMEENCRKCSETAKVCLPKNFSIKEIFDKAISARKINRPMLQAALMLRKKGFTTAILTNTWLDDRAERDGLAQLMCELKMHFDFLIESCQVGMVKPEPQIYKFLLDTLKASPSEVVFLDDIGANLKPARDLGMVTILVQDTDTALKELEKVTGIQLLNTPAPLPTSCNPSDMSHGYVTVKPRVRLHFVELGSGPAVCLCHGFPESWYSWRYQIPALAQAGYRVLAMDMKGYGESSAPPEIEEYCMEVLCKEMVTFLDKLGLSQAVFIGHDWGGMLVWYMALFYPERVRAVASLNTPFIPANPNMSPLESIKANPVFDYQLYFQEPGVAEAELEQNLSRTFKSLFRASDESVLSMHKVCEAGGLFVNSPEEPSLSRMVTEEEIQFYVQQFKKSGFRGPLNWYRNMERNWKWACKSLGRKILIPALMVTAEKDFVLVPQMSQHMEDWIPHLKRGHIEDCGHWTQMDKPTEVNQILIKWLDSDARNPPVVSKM
# PostGolgi ctrl = growth inhibition of yeast control strain, primary screen, counter-screen for post-Golgi transport modulator project | efflux-deficient yeast background strain, growth absorbance A615, 16 h | AID 738, 2007 | inhibition, % at 10 µM | 98,000 compounds, 5% hits; in the data active means inhibition above about 30%
# LYP act = LYP phosphatase activators, primary screen, biochemical, DiFMUP fluorescence, 2 µM | Tyrosine-protein phosphatase non-receptor type 22 (Homo sapiens), Q9Y2R2 | recombinant LYP; 0 = plate median, 100 = signal doubled | activation, % at 2 µM | 96,000 compounds, 0.11% hits | AID 697, 2007;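 active means activation at 2 µM above a set limit, the mean plus 5 SD, cut at about 37% in these data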
# S1P2 ag = S1P2 receptor agonists, primary screen, cell-based; Sphingosine 1-phosphate receptor 2 (Homo sapiens), O95136; S1P2-expressing cell line, agonist reporter read-out; activation, % at 4.5 µM; 97,000 compounds, 0.46% hits; AID 729, 2007; in the data active means activation above about 16%;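 further: 0% = vehicle low control and 100% = maximal reference agonist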
# sEH activator = soluble epoxide hydrolase activators, primary screen, biochemical, human sEH | purified human sEH enzymatic activity, activator screen | Bifunctional epoxide hydrolase 2 (Homo sapiens), P34913 | 91,000 compounds, 0.04% hits | activation, % at 2 µM; in the data active means activation above about 37%; further: values of inactives mirror those of a sister screen read the other way
# H69AR growth 86K = proliferation blockers of H69AR lung cancer cells, primary screen, cell-based, human, 86K library; H69AR lung tumor viability, ATP luminescence, 72 h; hits give low values; viability, % at 10 µM; 85,000 compounds, 6% hits; AID 598, 2007;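 active means viability at or below 40%; inactive means viability above 40%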;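 further: multidrug resistant small cell line overexpressing MRP-1 efflux transporter; 100% = mean luminescence of untreated control wells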
# Lung fibro prol = antiproliferative effect on LL 47 fibroblasts – human, LL 47 cells, CellTiter-Glo luminescence, primary screen; LL 47 human lung fibroblast viability, ATP luminescence; hits give low values; AID 719, 2007; viability, % at 10 µM; 85,000 compounds, 1.1% hits;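 active means viability at or below 50% in the single dose screen; inactive means viability above 50%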;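 further: compound exposure lasted 72 h before the ATP readout; 100% = median luminescence of untreated cell-only wells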
#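 Times – overnight cell rest, 72 h compound treatment at 37 °C · Test system – human lung fibroblast line LL 47, low passage · Amount – 1,150 cells in each well · Controls – cell-only wells, no compound · Doses – 0.1% DMSO in all compound wells · Measured by – CellTiter-Glo luminescence · Buffer or medium – IMEM plus 15% FBS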
# HUVEC prolif 384 = inhibitors of HUVEC proliferation, primary screen, cell-based, 384-well | CellTiter-Glo luminescence, 72 h; hits give low values | viability, % at 10 µM (by protocol) | 86,000 compounds, 1.1% hits;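 active means viability at or below 30%; inactive means viability above 30%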;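 further: 100% = median luminescence of DMSO-only cell control wells on each plate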
# * hit, by the source's call; · = no result given. Not all compounds are listed, so the mix of outcomes need not match the whole.
SMILES,S1P2 antag,sEH inhibitor,PostGolgi ctrl,LYP act,S1P2 ag,sEH activator,H69AR growth 86K,Lung fibro prol,HUVEC prolif 384
O=C(c1ccc(=O)oc1)N1CCCc2ccccc21,7.9,-17.1,2.6,-1.1,-4.4,15.4,78.0,98.0,87.7
CC(C)c1nnc(NC(=O)c2cccnc2)s1,-10.9,6.5,0.3,-9.5,-1.4,-4.8,99.5,111.5,102.5
CC(C)(C)c1ccc(COC(=O)CNC(=O)CNC(=O)Cc2ccccc2)cc1,11.0,9.1,1.3,-2.6,-10.7,-7.5,·,·,·
Cc1cc(N2CCN(C/C=C/c3ccccc3)CC2)n2ncnc2n1,·,·,3.6,·,·,·,68.8,96.9,106.0
O=C(COC(=O)CCCNC(=O)c1ccc(Cl)cc1)NCc1ccccc1Cl,-9.6,14.2,5.8,-1.0,-5.2,-16.0,·,·,·
CCOC(=O)N1CCC(Nc2c(OCC)c(=O)c2=O)CC1,2.7,·,4.6,·,-2.3,·,93.0,90.9,97.4
CC(C)(C)CC(=O)Nc1ccc(Nc2ccccc2)cc1,-9.3,32.9,-3.9,2.4,-4.7,-33.1,74.3,96.0,87.3
CC(=O)c1cc(-c2ccccc2)n(CC(=O)NCc2cccs2)c1C,-4.3,-1.9,3.6,-5.5,-1.9,5.5,89.5,95.9,96.2
CCN1CCN(c2ccc(NC(=O)c3cccnc3)cc2Cl)CC1,·,·,3.7,·,·,·,88.3,100.6,89.9
Cc1nc(NC(=O)CC(C)C)sc1-c1csc(Nc2ccc(Cl)cc2Cl)n1,7.4,25.3,4.9,-17.6,-3.2,-24.8,·,·,·
CCC(C)NC(=O)Cn1c(=O)n(CCCC(=O)NCc2ccccc2Cl)c(=O)c2ccccc21 (configuration not stated),2.7,28.8,-3.4,-1.7,-8.6,-27.2,84.2,99.5,101.2
Cc1ccccc1NC(=O)CSc1nnc(Cc2cccn2C)n1-c1ccc(F)cc1,5.5,36.9,19.4,4.4,-8.8,-37.1,84.7,98.1,111.6
CCOC(=O)CCSc1nc(C)cc(C(F)(F)F)c1C#N,-1.1,2.8,-6.5,10.3,-4.3,0.7,107.9,108.1,97.9
COC1(OC)N=C(NC(=O)Nc2ccccc2)C2(C#N)C(c3ccccc3)C12C#N (configuration not stated),14.8,-0.3,27.4,-5.1,-2.3,-2.3,90.3,94.4,87.0
CCCOc1ccc(C(C)=O)cc1CSc1nc(O)cc(=O)[nH]1,0.7,2.3,-4.8,7.6,-1.5,-2.2,85.7,104.3,83.8
COC(=O)CC(NS(=O)(=O)c1cccs1)c1ccccc1Cl (configuration not stated),15.5,-2.0,-5.3,-6.0,-3.4,4.4,·,·,·
CC1CCN(C(=O)CNC(=O)Cn2ccc3ccccc3c2=O)CC1,9.8,-2.3,1.0,-5.4,-4.1,4.0,99.0,101.9,82.7
O=C(NCCN1CCN(c2ccccc2F)CC1)C1c2ccccc2C(=O)N2CCc3ccccc3C12 (configuration not stated),35.6,·,2.4,-1.8,-5.7,·,87.3,95.5,99.8
COC(=O)CNC(=O)COC(=O)c1cc(Cl)cc(Cl)c1N,-7.9,-0.5,12.2,8.9,-1.5,3.1,·,·,·
CCCOc1ccc(CNC(=S)N/N=C/c2ccc([N+](=O)[O-])cc2)cc1,-12.4,-1.3,16.1,-10.6,-2.5,-0.5,69.2,67.3,56.9
CCN(CC)S(=O)(=O)c1cc(C(=O)Nc2ccccc2C(=O)O)ccc1OC,11.4,-22.2,24.5,8.9,-10.1,21.3,100.7,103.7,84.5
CCOc1ccc(C)cc1S(=O)(=O)Nc1cccnc1,7.0,-17.4,·,0.8,-4.1,15.9,101.3,105.2,98.6
CS(=O)(=O)NCCSCc1ccc(Cl)cc1,19.5,·,8.8,-4.7,-7.9,·,97.4,108.4,92.3
c1ccc(CN(Cc2ccco2)C(c2ccncc2)c2nnnn2C2CCCC2)cc1 (configuration not stated),-13.4,4.5,20.5,-2.9,-5.2,-2.9,57.5,92.3,79.8
CC1=CC(=C(C#N)c2nc3ccccc3s2)C=C(C)N1Cc1ccco1,15.6,6.4,-2.9,-6.8,-5.5,-2.6,·,·,·
CN(C(=O)c1ccccc1C(=O)c1ccccc1)C1CCS(=O)(=O)C1 (configuration not stated),2.1,-13.9,-0.5,0.6,-4.0,14.4,93.2,106.2,92.8
CN1CC(=O)N/C1=N\C(=O)Nc1ccc2c(c1)N(C)C(=O)CS2,0.8,-5.5,-1.5,3.8,-1.6,8.4,92.1,107.5,94.7
COC(=O)c1[nH]c(C)c(/C(O)=C2\C(=O)C(=O)N(CCN(C)C)C2c2ccc(C)o2)c1C (configuration not stated),-8.6,3.0,-4.8,-4.0,-9.6,-1.3,96.6,99.2,99.3
Cc1ccc(C(=O)NCCN(C)C)c(C)c1,3.2,-12.2,2.4,15.0,-8.6,10.6,99.2,90.0,100.9
C=CCn1c(C)c(C(C)=O)c(N2CCCC2)nc1=S,7.3,-2.5,2.1,5.8,-5.7,2.8,101.1,100.0,100.0

# As entered above.
# sEH activator result of COC(=O)CC(NS(=O)(=O)c1cccs1)c1ccccc1Cl (configuration not stated) reads 4.4
# sEH inhibitor result of CCOc1ccc(C)cc1S(=O)(=O)Nc1cccnc1 reads -17.4
# LYP act result of CCN(CC)S(=O)(=O)c1cc(C(=O)Nc2ccccc2C(=O)O)ccc1OC reads 8.9
# PostGolgi ctrl result of COC(=O)CNC(=O)COC(=O)c1cc(Cl)cc(Cl)c1N reads 12.2

# (more compounds)
SMILES,S1P2 antag,sEH inhibitor,PostGolgi ctrl,LYP act,S1P2 ag,sEH activator,H69AR growth 86K,Lung fibro prol,HUVEC prolif 384
COC(=O)c1cc(NC2c3ccccc3C(=O)N2c2ccc(Cl)cn2)cc(C(=O)OC)c1 (configuration not stated),·,·,14.6,·,·,·,76.1,101.1,87.0
COc1cc(NC(=O)C2CCC(CNc3c(N4CCCCC4)c(=O)c3=O)CC2)cc(OC)c1 (configuration not stated),·,·,3.5,·,·,·,88.5,96.6,95.4
C=CCn1c(SCC(=O)C(C)(C)C)nnc1-c1cccs1,18.1,-9.8,4.1,4.6,-3.8,9.3,102.5,96.9,91.1
CC1(C)CC(=O)N(c2ccccc2)C1(C)O (configuration not stated),12.3,-1.1,0.4,1.5,-1.3,2.5,86.2,91.0,85.7
COc1ccc(CCNC(=O)COC(=O)c2cnccn2)cc1,10.1,-0.4,1.8,-11.7,-3.5,-0.1,103.8,103.0,96.8
CCOc1cc(S(=O)(=O)NCc2ccccc2)ccc1F,-10.8,-1.1,19.1,3.8,-3.0,2.4,98.5,94.9,103.9
CC(Sc1nnc(Cc2cccs2)n1C1CCCCC1)C(N)=O (configuration not stated),0.8,-13.7,10.5,11.2,-7.5,15.1,93.9,104.0,96.8
Cc1csc(SCC(=O)Nc2sc3c(c2C#N)CCC3)n1,-24.2,15.0,32.4*,4.2,-3.4,-14.6,31.6*,93.6,78.3
CCCc1nnc(N2C(=O)c3cccc4cccc(c34)C2=O)s1,28.2,-10.9,8.4,0.5,0.8,11.5,70.9,104.7,103.5
CCCc1ccc(OCC(O)CN2CCN(c3ccccc3)CC2)cc1 (configuration not stated),15.5,1.2,85.4*,8.2,-2.6,-1.6,107.7,93.8,104.5
COc1cccc(C(=O)Nc2cccc(-c3nnc(-c4ccco4)o3)c2)c1,2.1,6.9,12.4,-16.2,-3.2,-6.2,38.0*,97.4,44.8
Cc1cc2c(c(=O)n1Cc1ccccn1)C(c1ccc3c(c1)OCO3)C(C#N)=C(N)O2 (configuration not stated),·,·,-0.7,·,·,·,100.6,95.5,92.2
O=C(NC1CCCC1)C(c1ccsc1)N(Cc1ccccc1)C(=O)Cc1cccs1 (configuration not stated),3.5,2.6,11.1,5.3,-3.8,-0.7,·,·,·
CN(c1ccc(C(=O)NCc2ccco2)cc1)S(C)(=O)=O,-14.3,-0.8,1.3,30.5,-2.4,0.5,96.1,97.2,99.0
COc1cccc(-c2nnc(SCc3cccnc3)o2)c1,·,·,7.7,·,·,·,57.6,102.4,108.9
CCCCCn1cnc2sc(-c3ccccc3)cc2c1=O,0.6,-11.8,20.0,6.8,-4.0,12.5,91.1,114.6,97.4
COc1cccc(C(=O)NC2CC3CCCC(C2)N3CC(=O)Nc2ccc(N(C)C)cc2)c1 (configuration not stated),-10.0,2.3,3.3,18.7,-0.9,-1.8,82.4,113.6,94.1
CCN(CC)C(=O)c1ccc2c(=O)n(CCOC)c(=S)[nH]c2c1,-11.1,3.4,-0.6,-9.0,-1.9,-4.7,89.6,97.3,93.3
CCOC(=O)Cn1c(C(C)=O)nc2ccccc21,·,·,0.5,·,·,·,91.8,99.7,101.8
COc1cc(S(=O)(=O)n2ccc(C)n2)c(OC)cc1Cl,1.7,8.8,34.5*,1.0,-8.3,-8.3,108.5,99.0,98.4
COc1ccc2[nH]c(=O)c(CN(CCCN(C)C)C(=O)Nc3ccccc3)cc2c1,13.0,1.2,2.4,3.5,-3.2,2.8,77.0,97.8,100.5
COc1ccc(NCc2nnc(SCC(=O)Nc3cc(C(F)(F)F)ccc3Cl)o2)cc1,8.6,22.4,1.7,-9.1,1.0,-22.6,95.3,104.2,74.5
Cc1c(Cl)cccc1NC(=O)CCN1CCCCC1,-0.2,-1.6,-10.1,12.6,-4.0,-0.4,85.7,100.4,98.8
O=C(CSc1nc2ccccc2c(=O)[nH]1)NCc1ccc(Cl)cc1,-3.3,6.1,3.7,-8.5,-4.2,-11.3,109.5,102.9,82.4
Cc1noc(C)c1CSc1nc2ccccc2n1CCc1ccccc1,-4.3,13.2,20.9,-2.8,-6.5,-10.6,82.4,95.0,86.6
CCOC(=O)c1cnc2c(C)c(Cl)ccc2c1N1CCOCC1,-69.7,-1.5,10.6,3.0,-5.4,0.2,57.3,99.8,95.5
CCCN1Cc2cccc(C(=O)Nc3ccc4c(c3)OCO4)c2C1=O,·,·,8.0,·,·,·,76.0,90.4,83.5
CCSc1nnc(C)c2ccccc12,7.8,0.1,14.9,4.1,2.9,-0.3,·,·,·
O=C(c1c[nH]c2ccc(S(=O)(=O)N3CCOCC3)cc2c1=O)N1CCCC1,7.0,4.6,-6.0,14.2,-8.3,-3.9,97.5,110.0,103.5
Nc1c(C(=O)Nc2ccccc2F)sc2nc(Cc3ccccc3)cc(C(F)(F)F)c12,10.2,-16.6,-4.3,-2.8,-4.8,18.3,·,·,·
CCN(CC)C(=O)c1oc2ccc(S(=O)(=O)N3CCCCCC3)cc2c1C,0.1,-4.5,11.2,-1.0,-0.8,1.6,40.8,97.4,89.8
Cc1cc(Cl)cc(Cl)c1OCCOc1cccc2cccnc12,8.2,4.2,31.9*,5.1,0.5,-4.1,61.6,88.1,74.8
COc1cccc(-n2c(SCC(=O)O)nnc2-c2cccnc2)c1,-7.5,·,-6.9,0.0,-2.4,·,86.9,99.8,114.3
COc1cccc(-c2cc(C(=O)Nc3cccc(O)c3)no2)c1,2.1,-2.1,-12.4,1.0,-7.1,2.2,·,·,·

# Given tab-delimited: entries from further up.
molecule	S1P2 antag	sEH inhibitor	PostGolgi ctrl	LYP act	S1P2 ag	sEH activator	H69AR growth 86K	Lung fibro prol	HUVEC prolif 384
CC(C)(C)CC(=O)Nc1ccc(Nc2ccccc2)cc1	-9.3	32.9	-3.9	2.4	-4.7	-33.1	74.3	96.0	87.3
CC(=O)c1cc(-c2ccccc2)n(CC(=O)NCc2cccs2)c1C	-4.3	-1.9	3.6	-5.5	-1.9	5.5	89.5	95.9	96.2
